CSM14.1 death rescue = rescue of cells from ER stress-induced death, primary screen, 384-well, CSM14.1, thapsigargin, ATP luminescence (AID 1222); CSM14.1 thapsigargin-induced death rescue, ATP luminescence; higher % means a stronger effect; one-dose cellular ATP content (survival), % at 20 µM; EC50 in µM for titrated hits; 190,000 tested, under 10 active;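 active = EC50 below 50 µM in the dose-response confirmation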;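 note: death triggered by thapsigargin at about 15 µM added after 2 h compound pretreatment; cell ATP read after overnight thapsigargin exposure of roughly 18 to 22 hours; normalized against plate controls of thapsigargin alone and 5% DMSO vehicle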
Hep lipid drop = hepatic lipid droplet formation modulation; inhibition, % at 6.5 µM; AML12 mouse hepatocytes, oleate lipid droplets, BODIPY imaging; 240,000 compounds, 0.4% hits;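 active = lipid droplet intensity inhibited by at least 50%, with more than 500 cells counted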
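Test system: AML12 hepatocytes (mouse); reagent: oleate loading, 100 µM; dosing: one dose, 6.5 µM compound; incubation: overnight exposure; signal: fluorescence imaging, 20x objective, two fields per well; read-out basis: % inhibition of corrected integrated BODIPY droplet signal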
bCat nuc transl = beta-catenin nuclear translocation modulation | 190,000 compounds, 0.3% hits | HeLa beta-catenin nuclear translocation, immunofluorescence imaging | nuclear translocation activity, % at 5 µM;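 active = nuclear translocation activity above 50% at 5 µM, with a well cell count of 50 or more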;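 note: per-cell ratio of nuclear to cytoplasmic median beta-catenin stain intensity; plate controls were DMSO negative control for no effect and GSK-3 inhibitor IX positive control for full effect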
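assay system = human HeLa cells, endogenous beta-catenin | times = compound treatment 24 h, 37°C, 5% CO2 | detection = Anti-beta-catenin immunofluorescence on PFA-fixed, Triton-permeabilized cells, DAPI nuclei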
Autophagy HCS = modulators of autophagy. calls only at 10 µM (by protocol). MEF GFP-LC3 puncta imaging; test concentration mostly 10 µM. 190,000 compounds, 0.98% hits;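 active = percentage of spot-positive cells more than 3 SD above its plate mean, without a fluorescence outlier flag or 80% toxicity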;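 note: spot-positive cell cutoff set from DMSO-treated cells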
Salmonella PhoP GFP = inhibitors of PhoP regulon expression, primary screen, Salmonella Typhimurium, GFP reporter (AID 1863); 300,000 compounds, 0.16% hits; S. Typhimurium PhoP-regulated promoter GFP reporter, 4 h; higher % means a stronger effect; one-dose inhibition, % at 50 µM; IC50 in µM for titrated hits;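 active = inhibition over 29.93%, a cutoff 3 SD above the screen mean, later confirmed by dose response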;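 note: 0% = low Mg2+ inducing control and 100% = high Mg2+ repressing control; strong numbers were not always called active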
MT stabilize HCS = microtubule stabilizers in HeLa cells; HeLa tubulin immunostaining HCS, 24 h; share of cells brighter than vehicle mean+2SD; % tubulin-high responders, % at 10 µM; 200,000 compounds, 0.83% hits; AID 2205;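 active = plate Z-score above 3 for both tubulin-high and condensed-nucleus cell shares, with cell loss under 80%, at 10 µM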;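 note: anti alpha tubulin signal scored within the nucleus-defined area of each cell; some results filed as inactive read as strong as hits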
T cell HTS = T cell immune modulation candidate; 330,000 compounds, 0.068% hits; AID 2052; calls only at 7 µM; 2C CD8+ T cell-vesicle binding, flow cytometry; active compounds read low;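 active = response, share of CD8 T cells binding vesicles, and their 90th percentile fluorescence all below set limits, cut at about 80% in these data, passing the limit was not always enough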
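Benchmarks: naked versus QL9-loaded vesicles / Assay system: purified 2C TCR transgenic mouse naive CD8+ T cells / Technique: high-throughput flow cytometry with anti-B7-1 and anti-CD8 staining / Timing: Cell–vesicle co-incubation 1.5 h at 37 °C, staining 20 min on ice / Read-out: percent CD8+ FL2 mean versus row control / Probe or stimulus: QL9-loaded Drosophila micro-vesicles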
Ins promoter up = MIN6 insulin promoter up-regulation; MIN6 insulin promoter-GFP reporter, high-content imaging; active compounds read high; z-score at 5 µM; 190,000 compounds, 0.3% hits; AID 1625;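 active = z-score above 3 at 5 µM with at least 500 cells counted in the well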
Dynein transport = dynein cargo transport inhibition | z-score, hits read low | 3617.4 mouse cells, GR-EGFP nuclear translocation imaging; test concentration mostly 20 µM; stimulated with dexamethasone, 1 µM; active compounds read low | 220,000 compounds, 0.47% hits;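 active = plate z-score of nuclear minus cytoplasmic receptor signal below a set negative limit, without overly bright fluorescence or cell loss, cut at about -3.5 in these data, passing the limit was not always enough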;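 note: z-score of nuclear minus cytoplasmic ring GR-EGFP intensity difference per well; some compounds called inactive have numbers as strong as hits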
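Also added – dexamethasone, 1.0 µM final · Buffer or medium – tet-free, stripped-serum medium · Schedule – induction 48 h, compound 1 h, agonist 30 min · Detection – formaldehyde fixation, Hoechst nuclear stain, 10x automated fluorescence imaging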
Dynein transport cytoplasmic EGFP = second read-out of Dynein transport, no call of its own (marks repeat the call); z-score; measured here: cytoplasmic GR-EGFP intensity; active compounds read high
Dynein transport nuclear GR-EGFP = second read-out of Dynein transport, no call of its own (marks repeat the call); z-score; measured here: nuclear GR-EGFP intensity;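 lower value marks the stronger effect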
Dynein transport cell count = recorded beside Dynein transport, whose call it bears; z-score; measured here: cell count per field
Ins promoter up cell count = also measured in Ins promoter up; calls as there; cell count; measured here: cytotoxicity, nuclei count;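 total cells summed across four imaged fields per well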
Hep lipid drop cells 6.5 µM = second read-out of Hep lipid drop, no call of its own (marks repeat the call); cell count; measured here: cell count, cytotoxicity flag;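 cells counted across two imaged fields per well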
bCat nuc transl cell count 5 µM = second read-out of bCat nuc transl, no call of its own (marks repeat the call); cell count; measured here: cell count, cytotoxicity flag
T cell HTS vesicle-bound % = also measured in T cell HTS; calls as there; double positive events, %; measured here: CD8+ vesicle-bound cell fraction;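 binding gate set so that unloaded-vesicle control wells show 10% double positive cells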
MT stabilize HCS Hoechst-high % = also measured in MT stabilize HCS; calls as there; % Hoechst-high responders; measured here: nuclear condensation Hoechst responders;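 share of cells brighter than vehicle mean plus two SD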
MT stabilize HCS cytotoxicity % = second read-out of MT stabilize HCS, no call of its own (marks repeat the call); toxicity, %; measured here: cytotoxicity by cell density;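 0% = mean cell density of plate MIN control wells and 100% = no cells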
Autophagy HCS cell loss 18 h = recorded beside Autophagy HCS, whose call it bears; toxicity, %; measured here: cell loss, nuclei count;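 cell loss after 18 h compound exposure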
* hit, by the source's call; i = inactive; . = no result given.

No.	structure	CSM14.1 death rescue	Hep lipid drop	Hep lipid drop cells 6.5 µM	bCat nuc transl	bCat nuc transl cell count 5 µM	Autophagy HCS	Autophagy HCS cell loss 18 h	Salmonella PhoP GFP	MT stabilize HCS	MT stabilize HCS Hoechst-high %
1	C=C(C)[C@@H]1CC=C(CN2CCC(CCOC)(C(=O)OCC)CC2)CC1	-0.3%	-1	737	-1.0	1023	i	28	-3%	1.5	2.0
2	O=C(Nc1ccc(N2CCOCC2)nc1)c1ccc(Cl)cc1	-0.1%	1	658	0.6	1033	i	3	6%	1.2	2.6
3	C=CCOc1c(Cl)cc(CNc2nccs2)cc1OC	1.8%	7	755	0.7	1073	i	13	-10%	3.3	1.6
4	Cc1ccc(-n2c(Cc3ccccc3)nnc2SCC(=O)NNC(=O)Cc2ccccc2)cc1	-0.2%	.	.	0.6	1299	i	-9	16%	1.4	1.5
5	O=C(O)CC(SCC(=O)Nc1ccc(S(=O)(=O)N2CCCC2)cc1)C(=O)O (stereo unspecified)	0.4%	11	699	-1.5	1136	i	4	-5%	3.4	1.3
6	Cc1ccc(-n2c(=O)c3sccc3n(Cc3cc(=O)n4ccccc4n3)c2=O)cc1F	0.3%	25	651	1.6	1000	i	-4	-8%	3.8	2.0
7	O=C(CSc1nnc(Cc2ccccc2)o1)NCCc1ccccc1	0.4%	-10	691	4.0	1108	i	-5	14%	1.9	1.2
8	Cn1c(SCC(=O)NCc2cccs2)nnc1-c1cccs1	-2.4%	7	667	-0.7	1043	i	-1	7%	2.3	0.1
9	CCOC(=O)C1(CC2CCCCO2)CCN(C(=O)Nc2ccc3c(c2)OCO3)CC1 (stereo unspecified)	-1.8%	-2	708	-2.1	1134	i	20	6%	1.3	1.4
10	O=C(NC1CCCCC1)C(c1ccc2ncccc2c1)N(Cc1ccc2c(c1)OCO2)C(=O)c1cccs1 (stereo unspecified)	-4.0%	.	.	.	.	i	0	10%	1.0	2.3
11	O=C(CCN1C(=O)c2cccc3cccc(c23)C1=O)N1CCN(c2ccccc2F)CC1	-1.0%	-10	676	4.3	956	i	11	2%	2.9	1.9
12	COc1ccc(N(CC(=O)N2CCN(c3ccc(Cl)cc3)CC2)S(=O)(=O)c2c(C)n[nH]c2C)cc1	-1.0%	11	693	1.0	1067	i	-12	0%	2.1	2.0

No.	MT stabilize HCS cytotoxicity %	T cell HTS	T cell HTS vesicle-bound %	Ins promoter up	Ins promoter up cell count	Dynein transport	Dynein transport cytoplasmic EGFP	Dynein transport nuclear GR-EGFP	Dynein transport cell count
1	6.3	i	42	0.87	1664	-0.22	-0.14	-0.34	0.31
2	11	i	52	-0.22	1834	2.2	-0.14	0.44	-1.3
3	8.6	i	24	0.11	1225	-0.31	-0.28	-0.19	0.44
4	8.1	i	53	0.08	1610	-0.5	-0.18	-0.39	0.31
5	1.7	i	21	0.22	1272	-0.18	-0.35	-0.3	0.44
6	7.9	i	50	-0.74	1429	-0.55	-0.14	-0.54	0.94
7	7.8	i	29	0.49	1085	0.5	-0.25	0.2	-0.014
8	72	i	7	0.41	1908	0.17	-0.28	0.39	0.49
9	3.9	i	32	-0.04	1399	0.11	-0.082	0.2	-0.27
10	7.6	i	47	.	.	-0.28	-0.18	-0.66	0.73
11	5.9	i	26	-0.15	1565	-0.28	-0.17	0.069	0.42
12	13	i	28	0.42	1240	-1	-0.13	-0.77	0.16

A draw from above in order of SMILES length, smallest number first:
No.	structure	CSM14.1 death rescue	Hep lipid drop	Hep lipid drop cells 6.5 µM	bCat nuc transl	bCat nuc transl cell count 5 µM	Autophagy HCS	Autophagy HCS cell loss 18 h	Salmonella PhoP GFP	MT stabilize HCS	MT stabilize HCS Hoechst-high %
2	O=C(Nc1ccc(N2CCOCC2)nc1)c1ccc(Cl)cc1	-0.1%	1	658	0.6	1033	i	3	6%	1.2	2.6
1	C=C(C)[C@@H]1CC=C(CN2CCC(CCOC)(C(=O)OCC)CC2)CC1	-0.3%	-1	737	-1.0	1023	i	28	-3%	1.5	2.0
5	O=C(O)CC(SCC(=O)Nc1ccc(S(=O)(=O)N2CCCC2)cc1)C(=O)O (stereo unspecified)	0.4%	11	699	-1.5	1136	i	4	-5%	3.4	1.3

No.	MT stabilize HCS cytotoxicity %	T cell HTS	T cell HTS vesicle-bound %	Ins promoter up	Ins promoter up cell count	Dynein transport	Dynein transport cytoplasmic EGFP	Dynein transport nuclear GR-EGFP	Dynein transport cell count
2	11	i	52	-0.22	1834	2.2	-0.14	0.44	-1.3
1	6.3	i	42	0.87	1664	-0.22	-0.14	-0.34	0.31
5	1.7	i	21	0.22	1272	-0.18	-0.35	-0.3	0.44

Further entries.
No.	structure	CSM14.1 death rescue	Hep lipid drop	Hep lipid drop cells 6.5 µM	bCat nuc transl	bCat nuc transl cell count 5 µM	Autophagy HCS	Autophagy HCS cell loss 18 h	Salmonella PhoP GFP	MT stabilize HCS	MT stabilize HCS Hoechst-high %
13	O=C(O)/C=C/C(=O)Nc1ccc(Oc2ncnc3cc(Cl)ccc23)nc1	.	-11	671	1.6	1287	.	.	-11%	.	.
14	CN(C)C(=O)C12CCC(C)(c3nc4ccccc4nc31)C2(C)C (stereo unspecified)	.	-30	709	-1.2	1011	i	-10	10%	2.8	2.0
15	Cc1ccc(NC(=S)NC(NC(=O)c2ccccc2)C(Cl)(Cl)Cl)c(C)c1 (stereo unspecified)	-2.9%	-33	566	-1.6	1079	i	4	-3%	5.5	2.7
16	Cc1ccc(-c2csc3ncnc(-n4cnc5ccccc54)c23)cc1	2.3%	5	716	48	437	i	31	16%	24	8.5
17	CN(CC(=O)O/N=C(\N)c1ccccn1)S(=O)(=O)c1ccc(Br)cc1	1.3%	-5	637	-0.6	1089	i	-32	-11%	4.0	0.7
18	CCc1nc2ccccc2c(C(=O)OCC(=O)Nc2cccc(S(=O)(=O)NC3=NCCCCC3)c2)c1C	.	25	780	-0.2	1366	.	.	-12%	.	.
19	Cc1cc(C)n2c(SCc3ccc(Cl)cc3Cl)nnc2n1	-2.6%	.	.	1.1	813	i	10	-21%	4.5	1.5
20	Cc1cc(C)n(-c2ccc(Cl)c(C(=O)OCC(N)=O)n2)n1	0.6%	-3	747	-2.2	1171	i	-8	-2%	1.6	1.5
21	O=C(NC1CCS(=O)(=O)C1)c1cccc(S(=O)(=O)N2CCCCC2)c1 (stereo unspecified)	-1.8%	9	793	0.5	1066	i	-8	9%	3.5	1.3
22	Cn1c(=O)c2c(nc(NCc3ccccc3)n2C)n(C)c1=O	-1.1%	.	.	-2.3	1397	i	-9	-2%	3.0	1.6
23	COc1ccc(-n2c(SCC(=O)N/N=C(\C)c3cccnc3)nc3ccccc3c2=O)cc1	.	14	736	-0.4	1308	.	.	-12%	.	.
24	COc1ccc(CNC(=O)c2csc(Cc3ccc(OC)cc3)n2)cc1	1.4%	.	.	.	.	i	3	1%	1.3	2.1
25	CCc1ccc(OCc2nnc(SCC(=O)N3CCOCC3)o2)cc1	-2.0%	-11	748	-2.3	1025	i	3	.	1.4	1.1
26	COc1ccc(Nc2nc3ccccc3n3cnnc23)cc1	0.2%	2	818	-0.7	1202	i	2	4%	4.2	2.3

No.	MT stabilize HCS cytotoxicity %	T cell HTS	T cell HTS vesicle-bound %	Ins promoter up	Ins promoter up cell count	Dynein transport	Dynein transport cytoplasmic EGFP	Dynein transport nuclear GR-EGFP	Dynein transport cell count
13	.	i	32	0.38	1059	1.2	-0.23	1.8	-1.1
14	7.7	i	26	3.4*	969*	-0.29	-0.12	-0.52	0.91
15	5.0	i	51	1.2	1175	-0.95	-0.24	-0.38	0.91
16	53	i	52	-0.16	1299	-0.22	0.65	-0.022	-0.25
17	2.8	i	22	-0.22	1706	0.45	-0.22	0.087	-0.061
18	.	i	28	0.12	1234	0.2	-0.25	-0.011	-0.61
19	1.9	i	49	-0.83	959	-0.27	-0.15	-0.26	0.81
20	7.0	i	46	0.16	765	0.22	-0.24	0.58	0.073
21	3.0	i	10	1.2	1309	0.14	-0.17	-0.0096	0.76
22	6.3	i	36	-0.43	1558	4.4	-0.062	2.5	-2.2
23	.	i	60	-0.25	978	-0.65	-0.23	-0.25	0.47
24	11	i	17	.	.	-0.41	-0.23	-0.72	0.82
25	3.5	i	60	0.12	1615	0.89	-0.14	1.2	-1.1
26	6.1	i	21	0.38	958	0.72	-0.083	0.76	0.13

Quoted from the listing:
Autophagy HCS cell loss 18 h, COc1ccc(Nc2nc3ccccc3n3cnnc23)cc1 reads 2
Ins promoter up cell count, COc1ccc(-n2c(SCC(=O)N/N=C(\C)c3cccnc3)nc3ccccc3c2=O)cc1 reads 978
